MrgX1 allo act = human MrgX1 positive allosteric modulation, primary screen; B-score at 10 µM; Q96LB2; MrgX1-HEK293, Fluo-4 calcium flux, FDSS; active compounds read high; 0.63% of 310,000 active;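 active means plate-corrected calcium response at least 3 library SD above typical, normal starting fluorescence, not activating the receptor alone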;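 further: compound read alongside a low EC10 to EC30 dose of BAM8-22 agonist; peak minus trough fluorescence over baseline measured at the second addition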
Target sequence (Q96LB2 whole entry, looked up): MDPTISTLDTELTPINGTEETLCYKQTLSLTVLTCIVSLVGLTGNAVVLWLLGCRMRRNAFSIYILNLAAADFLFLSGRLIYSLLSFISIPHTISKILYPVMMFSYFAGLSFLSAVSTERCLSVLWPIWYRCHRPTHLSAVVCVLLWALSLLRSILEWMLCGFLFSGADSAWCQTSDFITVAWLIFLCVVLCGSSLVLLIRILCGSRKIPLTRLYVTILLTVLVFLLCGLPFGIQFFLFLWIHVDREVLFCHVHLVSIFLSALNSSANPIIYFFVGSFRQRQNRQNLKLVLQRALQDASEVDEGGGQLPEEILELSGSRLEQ
TRPC6 activator = activators of mouse TRPC6 channel; Q61143; HEK293-TRPC6 membrane potential dye fluorescence; active compounds read high; B-score at 10 µM; 0.13% of 310,000 active;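 active means B-score of the integrated fluorescence ratio above library mean plus 3 SD, and starting fluorescence ratio within library mean plus 5 SD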;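 further: higher score means more depolarization so channel activation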
MrgX1 antag = antagonists of human MrgX1 receptor; Q96LB2; MRGX1-HEK293 calcium flux, Fluo-4, BAM8-22 antagonism; active compounds read low; B-score at 10 µM; 1.3% of 310,000 active; AID 588676;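 active means calcium-response B-score plate-corrected more than 3 library SD below zero, starting fluorescence within 5 deviations, no agonist response on first addition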;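 further: peak minus trough fluorescence over baseline after final BAM8-22 challenge near maximal dose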
MrgX1 agonist = activates human MrgX1 receptor signaling; Q96LB2; MrgX1-HEK293 cells, Fluo-4 calcium fluorescence, agonist mode; active compounds read high; B-score at 10 µM; 0.44% of 310,000 active;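 active means calcium response B-score plate-corrected fluorescence ratio at least 3 library SD, with starting fluorescence B-score inside 5 SD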
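Test system: HEK293 cells stably expressing human MrgX1 receptor; amount: 15,000 cells per well; doses: compound delivered in addition one of three; times: overnight plating before 1 h dye loading; detection: Fluo-4 NW calcium-flux fluorescence, kinetic read; read-out basis: B-scored fluorescence response ratio; controls: positive and negative controls per plate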
TRPC4 block = inhibitors of mouse TRPC4 channel | Q9QUQ5 | HEK293 TRPC4beta/mu-opioid, DAMGO-evoked Fluo4 calcium flux; active compounds read low | B-score at 10 µM | 0.39% of 300,000 active;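 active means B-score over 3 SD under the library average, no early fluorescence shift, positive overall ratio signal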
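test system = HEK293 cells with stable TRPC4beta plus mu-opioid receptor expression | detection = Fluo4 Ca2+ flux fluorescence | read-out = integrated fluorescence ratio relative to baseline, converted to per-well B score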
TRPC6 inhibitor = inhibitors of mouse TRPC6 channel | Q61143 | HEK293-TRPC6, membrane potential dye, ACh-evoked depolarization; active compounds read low | B-score at 10 µM | 1.1% of 310,000 active | AID 2553;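 active means B-score under library mean minus 3 SD, initial fluorescence not abnormally high, positive integrated signal ratio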;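 further: B-score derived from integrated fluorescence ratio over the kinetic read; more negative B-score means stronger inhibition of depolarization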
ANO1 activ = activators or potentiators of mouse TMEM16A chloride channel. Q8BHY3. HEK293 TMEM16A/YFP-H148Q/I152L, iodide quench fluorescence; active compounds read low. B-score at 10 µM. 0.3% of 340,000 active. AID 623877;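 active means fluorescence-ratio B-score plate-corrected deviation score at least 3 library SD below zero, with starting fluorescence score within 5 deviations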;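 further: channel opened by trigger with iodide after compound preincubation; score built on the fluorescence ratio of max minus min over baseline; more negative score means more quench and so TMEM16A activation or potentiation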
TMEM16A inh = blocks the mouse calcium-activated chloride channel TMEM16A | normalized B-score (activity score, 25-100; higher = stronger inhibition) at 10 µM | HEK293 TMEM16A/YFP iodide influx fluorescence, ionomycin | AID 588511 | 1.2% of 310,000 active | Q8BHY3;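 active means ratio plate-corrected score three or more library SD toward inhibition, starting fluorescence score within five deviations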;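 further: score derived from kinetic fluorescence span divided by baseline fluorescence per well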
TRPC4 act = TRPC4 (mouse) channel activation | Q9QUQ5 | HEK293 TRPC4beta/mu-opioid, Fluo4 calcium fluorescence; active compounds read high | B-score at 10 µM | 0.49% of 310,000 active | AID 2237;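 active means B-score above 5 SD of library B-scores, and initial fluorescence ratio not above library mean plus 5 SD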;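 further: positive B-score marks a calcium rise read as TRPC4 activation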
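Test system: HEK293 cells stably co-expressing mouse TRPC4beta and mu-opioid receptor | Schedule: Fluo4 dye loading 45 min at room temperature, 110 s recording | Measured by: Kinetic Fluo4 calcium fluorescence, 5 s baseline at 1 Hz | Evaluation: B score of integrated ratio | Controls: Buffer (low) and maximal DAMGO (high)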
TRPC4 potent = allosterically enhances the mouse TRPC4 cation channel; Q9QUQ5; HEK293 TRPC4beta/mu-opioid, DAMGO EC20, Fluo-4 Ca2+ flux; active compounds read high; B-score at 10 µM; 0.42% of 310,000 active; AID 2227;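 active means B-score of calcium response area above 5 SD of library B-scores, with initial fluorescence ratio within 5 SD of library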;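 further: B-score of integrated fluorescence ratio over time as area under calcium response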
RGS4 inh = human RGS4 inhibition; 0.45% of 310,000 active; HEK293 M3R/RGS4 inducible, Fluo-4 calcium flux; active compounds read high; triggered by carbachol at its EC20; P49798; B-score at 10 µM;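 active means B-score, a plate-corrected calcium signal, over three deviations above library mean, with baseline fluorescence within five deviations of library mean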;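 further: RGS4 expression induced by doxycycline in cells with stable M3 receptor; B-score is computed from the integrated fluorescence ratio over baseline after carbachol; higher B-score means a larger calcium signal and so more RGS4 inhibition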
Target sequence (P49798 whole entry, looked up): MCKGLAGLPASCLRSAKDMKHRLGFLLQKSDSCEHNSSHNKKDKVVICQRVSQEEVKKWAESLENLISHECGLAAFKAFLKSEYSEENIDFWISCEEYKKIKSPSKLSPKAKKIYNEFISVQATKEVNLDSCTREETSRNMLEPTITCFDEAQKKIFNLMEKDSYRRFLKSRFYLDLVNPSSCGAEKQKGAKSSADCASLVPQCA
The depositor's hits bear a star; i = inactive; . = no result given.

SMILES | MrgX1 allo act | TRPC6 activator | MrgX1 antag | MrgX1 agonist | TRPC4 block | TRPC6 inhibitor | ANO1 activ | TMEM16A inh | TRPC4 act | TRPC4 potent | RGS4 inh
Cc1nnc(SCc2nc3sc4c(c3c(=O)[nH]2)CCCC4)n(N)c1=O | i | i | i | i | i | i | . | i | i | i | i
COc1cccc(C(=O)COC(=O)CCC(=O)c2ccccc2)c1 | i | i | i | i | i | i | i | i | i | i | i
COc1ccc(OCC(=O)NNC(=O)c2ccc3c(=O)n4c(nc3c2)CCC4)cc1 | i | i | i | i | i | i | i | i | i | i | i
CCOc1cc(C2C(C(=O)N3CCCCC3)=C(C)NC3=C2C(=O)CCC3)cc(Br)c1O (stereo not given) | i | i | i | i | i | i | i | i | i | i | i
CNC(=O)c1cc2ccccc2o1 | i | i | i | i | i | i | i | i | i | i | i
O=C(Nc1ccccc1)C1=C[C@H](c2ccc3c(c2)OCO3)C[C@H](OCCCCO)O1 | i | i | i | i | i | i | i | i | i | i | i
Cc1ccc(-c2cn3c(=S)[nH]nc3s2)cc1 | i | i | i | i | i | i | i | i | i | i | i
O=C(CCSc1ccccc1)N1CCN(c2ccccc2F)CC1 | i | i | i | i | i | i | i | i | i | i | i
CCc1ccc(N(C(=O)c2ccco2)C(C(=O)NC2CCCC2)c2ccco2)cc1 (stereo not given) | i | i | i | i | i | i | i | i | i | i | i
O=C(CN1CCN(C/C=C/c2ccccc2)CC1)NCc1ccc(Cl)cc1 | i | i | i | i | i | i | i | i | i | i | i
Cc1cc(C)n(Cc2ccc(Cl)cc2Cl)c(=O)c1S(=O)(=O)c1ccccc1 | i | i | i | i | i | i | i | i | i | i | i
Cc1ccc(-n2c(C)c([N+](=O)[O-])c3ccc(O)cc32)cc1 | i | i | i | i | i | i | . | i | i | i | i
CCOc1ccc(S(=O)(=O)NCc2ccccn2)cc1 | i | i | i | i | i | i | i | i | i | i | i
CCCNC(=O)COC(=O)/C=C/c1ccco1 | i | i | i | i | i | i | i | i | i | i | i
COc1ccc(C(=O)CSC2=C(C#N)C3(CCCCC3)C(C#N)=C(N)N2)cc1 | i | i | i | i | i | i | i | i | i | i | i
Nn1c(SCC(=O)NC2CCS(=O)(=O)C2)nnc1-c1cccs1 (stereo not given) | i | i | i | i | i | i | i | i | i | i | i
COC(=O)CCCCCN1C(=O)NC(C2CC2)C(C(=O)OCc2ccccc2)=C1C (stereo not given) | i | i | i | i | i | i | i | 25* | i | i | i
COc1cc(C(=O)O)cc(OC)c1OCc1cc(C(=O)O)oc1C | i | i | i | i | i | i | i | i | i | i | i
COc1ccc(OC)c(NC(=O)CSc2nnnn2C2CCCC2)c1 | . | i | . | . | i | i | i | . | i | i | i
COc1ccc(/C=N/NC(=O)c2ccncc2)cc1CN1CCOCC1 | i | i | i | i | i | i | i | i | i | i | i
COc1ccc(-c2nc(NC(=O)c3cc(C(C)(C)C)nn3C)sc2C)cc1 | i | i | i | i | i | i | i | i | i | i | i
O=C(NCCc1ccccc1)c1n[nH]c(=O)c2ccccc12 | i | i | i | i | i | i | i | i | i | i | i
O=C1N/C(=C/c2cccn2-c2ccccc2)C(=O)N1Cc1ccc(F)cc1 | i | i | i | i | i | i | i | i | i | i | i
Cn1c(SCC(=O)NC2CCCCCC2)nnc1-c1cccs1 | i | i | i | i | i | i | i | i | i | i | i
O=C(CSc1nnnn1-c1ccccc1)Nc1ncc(Cc2cccc(Cl)c2Cl)s1 | i | i | i | i | i | i | i | i | i | i | i
SMILES | MrgX1 allo act | TRPC6 activator | MrgX1 antag | MrgX1 agonist | TRPC4 block | TRPC6 inhibitor | ANO1 activ | TMEM16A inh | TRPC4 act | TRPC4 potent | RGS4 inh
O=C(O)C(Cc1ccc(O)cc1)N1C(=O)c2c(Cl)c(Cl)c(Cl)c(Cl)c2C1=O (stereo not given) | i | i | i | i | i | i | i | i | i | i | i
COc1ccc(NC(=O)CCCN2C(=O)/C(=C\c3ccco3)SC2=S)cc1 | i | i | i | i | i | i | i | i | i | i | i
CC(=O)c1c(C)[nH]c(C(=O)OCC(=O)C(C)(C)C)c1C | i | i | i | i | i | i | i | i | i | i | i
C/C(=N\NC(=O)c1nnn(-c2nonc2N)c1CN(C)c1ccccc1)c1cccnc1 | i | i | i | i | i | i | i | i | i | i | i
COc1ccccc1Sc1nc(-c2ccccc2)ncc1OC | i | i | i | i | i | i | i | i | i | i | i
COc1ccc(-c2nncnn2)cc1 | i | i | i | i | i | i | . | i | i | i | i
NS(=O)(=O)c1ccc(NC2=CC(=O)C(=O)c3ccccc32)cc1 | i | i | i | i | i | i | i | i | i | i | i
Cc1cc2cc3c(cc2nc1SCC(=O)OC(C)C)OCCO3 | i | i | i | i | i | i | i | i | i | i | i
Cc1ccc(S(=O)(=O)CC(=O)c2ccc3c(c2)OCCO3)cc1 | i | i | i | i | i | i | i | i | i | i | i
COc1ccccc1C1C=C(c2ccccc2)Nc2nnnn21 (stereo not given) | i | i | i | i | i | i | i | i | i | i | i
CCOc1cc(C=O)ccc1OCCSc1ccc(C)cc1 | i | i | i | i | i | i | i | i | i | i | i
O=C(NCc1ccco1)C(c1cccs1)N(Cc1ccccc1)C(=O)Cn1nnc2ccccc21 (stereo not given) | i | i | i | i | i | i | i | i | i | i | i
CCOC(=O)CNc1ncc([N+](=O)[O-])cc1C#N | i | i | i | i | i | i | i | i | i | i | i
Cc1nc2nc(C)c(NS(=O)(=O)c3ccc(CC(C)C)cc3)c(=O)n2[nH]1 | i | i | i | i | i | i | i | i | i | i | i
COc1ccc(CNC(=O)CCc2c[nH]c3ccccc23)cc1 | i | i | i | i | i | i | i | 100* | i | i | i
CN(Cc1c(C(=O)N/N=C/c2cccc(F)c2)nnn1-c1nonc1N)c1ccccc1 | i | i | i | i | i | i | i | i | i | i | i
O=C(CNc1cccc(C(F)(F)F)c1)N/N=C/c1cn(-c2ccccc2)nc1-c1ccccc1 | i | i | i | i | i | i | i | i | i | i | i
CC(C)N(Cc1ccccc1)C(=O)c1cccs1 | i | i | i | i | i | i | i | i | i | i | i
COc1cccc(NC(=O)CN(C)C(=O)c2ccccc2CCc2ccccc2)c1 | i | i | i | i | i | i | i | i | i | i | i
O=[N+]([O-])c1cccc(NC(=S)N2CCOCC2)c1 | i | i | i | i | i | i | i | i | i | i | i
CC(=O)c1c(C)[nH]c(C)c1C(C)=O | i | i | i | i | i | i | i | i | i | i | i
COc1ccc(CN(Cc2ccc(C(=O)O)cc2)C(=S)Nc2ccccc2C)cc1OC | i | i | i | i | i | i | i | i | i | i | i
Cc1nc([N+](=O)[O-])cn1CC(=O)c1ccc(Br)cc1 | i | i | i | i | i | i | i | i | i | i | i
COc1cc(/C=C/C(=O)OCC(=O)NCc2ccco2)cc(OC)c1OC | i | i | i | i | i | i | i | i | i | i | i
N#Cc1c(NC(=O)CSc2nc(N)cc(=O)[nH]2)sc2c1CCCCCC2 | i | i | i | i | i | i | i | i | i | i | i
SMILES | MrgX1 allo act | TRPC6 activator | MrgX1 antag | MrgX1 agonist | TRPC4 block | TRPC6 inhibitor | ANO1 activ | TMEM16A inh | TRPC4 act | TRPC4 potent | RGS4 inh
Nn1c(SCC(=O)Nc2ccccc2C(F)(F)F)nncc1=O | i | i | i | i | i | i | i | i | i | i | i
O=C(c1cccc(S(=O)(=O)Nc2ccccc2Cl)c1)N1CCC1 | i | i | i | i | i | i | i | i | i | i | i
CCCCN(CCCC)C(=O)C1CC=CCC1C(=O)O (stereo not given) | i | i | -5.94* | i | i | i | i | i | i | i | i
CCOC(=O)CC1(C)NC(=O)c2c(C)sc(C(=O)OCC)c2N1 (stereo not given) | i | i | i | i | i | i | i | i | i | i | i
COc1cccc2c1NC(C(=O)O)C1CC=CC21 (stereo not given) | i | i | i | i | i | i | i | i | i | i | i
CCc1c(C)nc2c(C)cccc2c1SCCC#N | i | i | i | i | i | i | i | i | i | i | i
O=C(Cc1cccc(C(F)(F)F)c1)OCC(=O)N1CCN(S(=O)(=O)c2ccc(Cl)cc2)CC1 | i | i | i | i | i | i | i | i | i | i | i
O=C(CCc1ccccc1)NC(=S)Nc1cc(C(F)(F)F)ccc1N1CCOCC1 | i | i | i | i | i | i | i | i | i | i | i
CCOC(=O)Cn1c(=O)c2c(nc(N3CCCCC3)n2C)n(C)c1=O | i | i | i | i | i | i | i | i | i | i | i
NC(=O)C1CCN(c2oc(-c3ccccc3F)nc2S(=O)(=O)c2ccc(Cl)cc2)CC1 | i | i | i | i | i | i | i | i | i | i | i
CC(CCc1ccc(O)cc1)NCc1ccc(Cl)cc1Cl (stereo not given) | i | i | i | i | i | i | i | i | i | i | i
Cc1ccc(NC(=O)CN(C)CC(=O)Nc2ccccc2C#N)cc1 | i | i | i | i | i | i | i | i | i | i | i
Cc1ccc(-n2nc3c(=O)n(CCCC(=O)NCc4ccccc4Cl)nc(C)c3c2C)cc1 | i | i | -6.55* | i | i | i | i | i | i | i | i
CO/N=C/c1c(-c2ccccc2)nn(C)c1Cl | i | i | i | i | i | i | i | i | i | i | i
CC(C)CN(C(=O)COc1ccc(C(C)(C)C)cc1)C1CCS(=O)(=O)C1 (stereo not given) | i | i | i | i | i | i | i | i | i | i | i
CCCC(=O)Nc1ccc2c(c1)nc1n2CCN(CCOC)C1 | i | i | i | i | i | i | i | i | i | i | i
COc1cc(C(c2c(C)[nH][nH]c2=O)c2c(C)[nH][nH]c2=O)cc(Cl)c1O | i | i | i | i | i | i | i | i | i | i | i
CCC(C)N(C(=O)COC(=O)c1cc([N+](=O)[O-])ccc1N1CCOCC1)C1CCS(=O)(=O)C1 (stereo not given) | i | i | i | i | i | i | i | i | i | i | i

A second format for part of the listing above:
Fields: MrgX1 allo act	TRPC6 activator	MrgX1 antag	MrgX1 agonist	TRPC4 block	TRPC6 inhibitor	ANO1 activ	TMEM16A inh	TRPC4 act	TRPC4 potent	RGS4 inh
O=C(CSc1nnnn1-c1ccccc1)Nc1ncc(Cc2cccc(Cl)c2Cl)s1
→ i	i	i	i	i	i	i	i	i	i	i
CO/N=C/c1c(-c2ccccc2)nn(C)c1Cl
→ i	i	i	i	i	i	i	i	i	i	i
CC(C)N(Cc1ccccc1)C(=O)c1cccs1
→ i	i	i	i	i	i	i	i	i	i	i

High-throughput results as filed in PubChem.
